Casp1 inh: qHTS Assay for Allosteric/Competitive Inhibitors of Caspase-1; 0.03% of 75,000 active; Caspase-1 enzyme, Ac-WEHD-AFC fluorogenic rate; P29466; Potency, µM (titrated, usually from 57.5 µM), for inactives: at the top dose activity change, negative = inhibition, most hits filed as inhibitors; AID 900, 2007;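 also: potency is read from the fitted curve at half-maximal effect; plate controls were vehicle for no effect and no substrate for full effect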
Target sequence (P29466 120-297 limits assumed): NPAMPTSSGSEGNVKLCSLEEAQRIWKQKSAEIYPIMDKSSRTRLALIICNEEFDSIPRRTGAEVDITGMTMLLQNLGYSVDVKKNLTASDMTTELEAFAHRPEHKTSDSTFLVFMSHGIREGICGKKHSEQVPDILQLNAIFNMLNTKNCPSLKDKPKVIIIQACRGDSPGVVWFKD
Target sequence (P29466 317-404 limits assumed): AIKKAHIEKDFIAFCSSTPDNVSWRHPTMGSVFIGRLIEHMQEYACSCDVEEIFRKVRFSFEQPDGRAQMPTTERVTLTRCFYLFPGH
4-MU autofl: qHTS Assay for Spectroscopic Profiling in 4-MU Spectral Region; compound autofluorescence, 340/450 nm, 4-MU equivalents; stronger effect = higher value; max dye-equivalent concentration, M; 11% of 59,000 active; AID 589, 2007; in the data active = max dye-equivalent concentration above about 10 nM; inconclusive = mostly about 1.1 nM to 9.6 nM
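Compounds in 100 mM Tris, pH 8.0, incubated 15 min at room temperature, then fluorescence read at 340 nm excitation/450 nm emission. Signal converted to 4-MU dye-equivalent concentration using an on-plate six-point 4-MU standard curve.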
Rhodamine autofl: qHTS Assay for Spectroscopic Profiling in Rhodamine Spectral Region. max dye-equivalent concentration, M. Rhodamine-region fluorescence, 547/598 nm, Tris buffer; stronger effect = higher value. AID 594, 2007. 0.05% of 59,000 active; in the data active = max dye-equivalent concentration above about 11 nM; inconclusive = between about 1.1 nM and that limit
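Read-out is relative fluorescence at 547 nm excitation and 598 nm emission, expressed as dye-equivalent concentration using rhodamine standards on every plate. Each compound was profiled across a concentration series after 15 min in 100 mM Tris, pH 8.0.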
TexasRed autofl: qHTS Assay for Spectroscopic Profiling in Texas Red Spectral Region. Compound fluorescence, Texas Red channel, 547/618 nm; stronger effect = higher value. max dye-equivalent concentration, M. 0.06% of 59,000 active. AID 587, 2007; in the data active = max dye-equivalent concentration above about 10 nM; inconclusive = between about 1.1 nM and that limit
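Compound titrations in 100 mM Tris pH 8.0 were incubated 15 min at room temperature and read at 547 nm excitation / 618 nm emission. Texas Red six-point standard curve on each plate converted fluorescence to dye-equivalent concentration.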
USP2a inhib: qHTS Assay for Inhibitors of Ubiquitin-specific Protease USP2a; Ubiquitin carboxyl-terminal hydrolase 2 (Homo sapiens), O75604; USP2a enzymatic assay, qHTS inhibition; Potency, µM (series often up to 38.3 µM), without a hit: at the top dose activity change, negative = inhibition, hits mostly inhibitors; 0.1% of 60,000 active; AID 927, 2007;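 also: potency is read from the fitted curve at half-maximal effect; nearly all actives have a fitted effect of over 60% in size; plate controls were DMSO for no effect and NEM full inhibition control for full effect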
Target sequence (O75604 whole entry, looked up): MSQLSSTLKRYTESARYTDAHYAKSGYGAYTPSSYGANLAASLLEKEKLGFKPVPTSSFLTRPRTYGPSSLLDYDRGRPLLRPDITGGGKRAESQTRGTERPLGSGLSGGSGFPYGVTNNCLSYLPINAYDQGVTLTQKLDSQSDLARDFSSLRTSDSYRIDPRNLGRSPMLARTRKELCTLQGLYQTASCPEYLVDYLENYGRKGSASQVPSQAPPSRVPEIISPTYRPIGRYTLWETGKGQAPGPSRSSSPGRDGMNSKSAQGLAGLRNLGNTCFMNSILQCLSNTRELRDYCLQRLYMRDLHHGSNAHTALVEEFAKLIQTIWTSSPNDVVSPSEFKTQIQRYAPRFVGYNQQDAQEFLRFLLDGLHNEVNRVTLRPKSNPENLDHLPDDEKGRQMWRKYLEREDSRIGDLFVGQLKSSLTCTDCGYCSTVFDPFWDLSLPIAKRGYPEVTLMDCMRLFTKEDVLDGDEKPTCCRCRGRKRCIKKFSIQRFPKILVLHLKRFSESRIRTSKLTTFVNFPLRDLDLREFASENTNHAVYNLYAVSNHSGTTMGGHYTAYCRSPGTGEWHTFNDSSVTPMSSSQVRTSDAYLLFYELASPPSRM
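USP2 core (20nM final) preincubated 30 min RT with compound, then Ub-PLA2 20nM and NBD C6-HPC 20uM final added; buffer 20mM Tris-HCl pH 8.0, 2mM CaCl2. Fluorescence Ex 460/Em 535 read at 0 and 2.5 h; normalized to NEM.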
HEK293 cAMP ctrl: qHTS Assay for Agonists of the Thyroid Stimulating Hormone Receptor: Activators of Intracellular cAMP Concentrations in Parental HEK 293 | Potency, µM (top dose mostly 57.1 µM), inactives show at the highest dose activation, usual class: activators | parental HEK293 CNG cAMP sensor, membrane potential fluorescence | 2.5% of 73,000 active | AID 938, 2007; also: potency is read from the fitted curve at half-maximal effect; % of control where 0% means no effect; nearly all actives have a fitted effect of over 55% in size
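Parental HEK 293 cells stably expressing a cAMP-gated CNG channel were loaded with membrane potential dye containing 100 uM RO 20-1724 for 60 min. Compound added for 30 min; depolarization read as fluorescence intensity at 590 nm.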
Fluorescein fluor: qHTS Assay for Spectroscopic Profiling in Fluorescein Spectral Region; Compound autofluorescence, 480/540 nm, fluorescein-equivalent; stronger effect = higher value; 0.91% of 59,000 active; max fluorescein-equivalent concentration, M; in the data active = max fluorescein-equivalent concentration above about 10 nM; inconclusive = between about 1.1 nM and that limit
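Tris 100 mM pH 8.0; 15 min RT; CCD read, ex 480/em 540 nm. Output: fluorescein-equivalent concentration per compound concentration, from six-point dye series on each plate.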
BRCT PPI green: qHTS Assay for Inhibitors of BRCT-Phosphoprotein Interaction (Green Fluorophore); Breast cancer type 1 susceptibility protein (Homo sapiens), P38398; 0.05% of 75,000 active; BRCA1 BRCT-phosphopeptide binding, green fluorescence polarization; Potency, µM (top dose mostly 76.9 µM), inactives show at the highest dose activity change, negative = inhibition, most hits filed as inhibitors; AID 875, 2007;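 also: potency is read from the fitted curve at half-maximal effect; plate controls were peptide without protein for full effect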
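Fluorescence polarization: His-tagged BRCT (~35 kDa BRCA1 C-terminus, 250 nM) bound to 100 nM fluorescein-labeled phosphorylated 10-aa BACH1 peptide, pH 7.3 phosphate buffer with DTT and Tween 20. Compounds incubated 12 min at room temperature; inhibition read as lowered polarization.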
A350 fluor: qHTS Assay for Spectroscopic Profiling in A350 Spectral Region | Compound autofluorescence, 340/450 nm, Alexa 350 dye-equivalents; stronger effect = higher value | max dye-equivalent concentration, M | 11% of 59,000 active | AID 590, 2007; in the data active = max dye-equivalent concentration above about 10 nM; inconclusive = mostly about 1.1 nM to 9.6 nM
BRCT inh red: qHTS Assay for Inhibitors of BRCT-Phosphoprotein Interaction (Red Fluorophore); AID 892, 2007; 0.03% of 75,000 active; BRCT-phosphopeptide binding, red fluorescence polarization; Potency, µM (doses to about 76.9 µM), inactives show at the highest dose activity change, negative = inhibition, usual class: inhibitors; also: % is scaled to controls: 0 for no effect and ±100 for the full control effect
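Fluorescence polarization: 100 nM His-tagged BRCA1 BRCT with 100 nM TAMRA-labelled phospho-BACH1 decapeptide, phosphate buffer pH 7.3 with 150 mM NaCl, DTT, 0.01% Tween 20; 12 min RT. Binding inhibition seen as FP decrease.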
Caspase-7 inhib: qHTS Assay for Allosteric/Competitive Inhibitors of Caspase-7; P55210; recombinant caspase-7, Ac-DEVD-AFC fluorescence rate; 0.02% of 75,000 active; Potency, µM (titrated, usually from 57.5 µM), for the others: at the highest dose activity change, negative = inhibition, usual class: inhibitors; active = well fitted inhibition curve with a large enough effect in the main read-out, with a control signal flat, not every such curve was filed as active; inconclusive = small, poorly fitted or top-dose-only effect, or a change in a side signal; also: potency is read from the fitted curve at half-maximal effect; % of control where 0% means no effect
Starred values were filed as active, the others as inactive; i = inactive; ? = inconclusive; / = no result given; [ ] = another dose, or the depositor's remark. Unless noted, calls follow the shape of the dose curve; as a rule, active = well fitted curve in the direction sought with a large enough effect; inconclusive = small, poorly fitted or top-dose-only effect, or another doubt; inactive = no such curve, though single readings can be large; an effect the other way counts as inactive or inconclusive.

SMILES | Casp1 inh | 4-MU autofl | Rhodamine autofl | TexasRed autofl | USP2a inhib | HEK293 cAMP ctrl | Fluorescein fluor | BRCT PPI green | A350 fluor | BRCT inh red | Caspase-7 inhib
CCNC(=O)[C@@H]1O[C@@H](n2cnc3c(N)nc(NCCc4ccc(CCC(=O)O)cc4)nc32)[C@H](O)[C@@H]1O | 0.8% | i | i | ? | 8.2% | 12.7% | i | -1.9% | i | -1.3% | 0.7%
COC(=O)COc1ccc(S(=O)(=O)NCC2CCCO2)cc1Cl (stereo unspecified) | 0.4% | i | i | i | -1.4% | -0.2% | i | -0.1% | i | -1.7% | 1.0%
COc1ccc(-c2nc(-c3cccc(C(F)(F)F)c3)no2)cc1OC | -1.5% | / | / | / | -4.0% | 8.4% | / | 1.4% | / | -0.8% | -0.3%
CC1CCN(C(=O)CSc2nnc(Cn3c(=O)sc4ccccc43)n2C)CC1 | 3.1% | / | / | / | / | 9.8% | / | 1.8% | / | -0.4% | 0.6%
COC(=O)c1ccc(CSc2nnc(CNC(=O)COc3ccc(Cl)cc3)o2)o1 | -0.3% | i | i | i | 16.2% | 11.8% | i | -0.1% | i | 1.2% | 1.5%
Cc1ccc2c(c1)c(C)c(C)n2CC(O)CN1CCOCC1 (stereo unspecified) | 2.0% | ? | 1.23e-08M* | 6.43e-08M* | 25.3% | 1.9% | 1.4e-08M* | 8.1% | ? | -5.5% | -1.4%
C[C@@]12C[C@@H](O)[C@H]3[C@@H](CCC4=CC(=O)CC[C@]43C)[C@H]1CC[C@H]2C(=O)CO | -2.6%[25.7 µM] | i | i | i | -1.5%[17.1 µM] | 7.3%[25.6 µM] | ? | 1.7%[34.4 µM] | i | -1.2%[34.4 µM] | -1.6%[25.7 µM]
COc1cccc(OCCCN2CCCCC2)c1 | -0.7% | / | / | / | -4.6% | 2.6% | / | -1.0% | / | -2.9% | 1.3%
Cc1ccc(-n2c(N)c(C(=O)N3CCOCC3)sc2=S)cc1 | 1.2% | i | i | ? | 0.4% | -8.5% | i | 0.9% | i | 0.6% | 1.1%
O=C(c1ccccn1)N(CC1CCCO1)C1(C(=O)NC2CCCCC2)CCCCC1 (stereo unspecified) | -4.3% | i | i | i | 2.8% | ? | i | -1.0% | i | 1.1% | -2.1%
Cc1ccc(S(=O)(=O)N2CCOCC2)cc1C(=O)O | -0.8% | i | i | i | -6.6% | -3.1% | i | -0.7% | i | 0.2% | 0.0%
CCc1c(C)[nH]c2c1C(=O)C(CN1CCOCC1)CC2 (stereo unspecified) | 1.4% | / | / | / | 1.8% | / | / | 0.4% | / | 1.1% | 0.4%
COc1ccc(S(=O)(=O)CCc2nc3ccccc3s2)cc1 | 1.0% | / | / | / | -2.5% | 8.3% | / | -0.6% | / | 0.7% | 0.9%
Cc1o[nH]c(=O)c1CC[C@H](N)C(=O)O | -2.7% | / | / | / | / | 9.2% | / | -3.7% | / | 0.2% | 0.5%
O=C(CNC(=O)c1cc2ccccc2o1)NCc1cccs1 | -1.0% | i | i | i | -2.6% | 3.5% | i | -1.5% | i | 1.4% | 1.2%
O=C(C1CCCO1)N1CCC(c2nc3ccccc3[nH]2)CC1 (stereo unspecified) | 0.7% | i | i | i | -11.8% | -8.9% | ? | -0.3% | ? | -1.2% | 1.1%
CCCCc1c(O)nc(SCCN(C)C)n(-c2ccccc2)c1=O | / | i | i | ? | / | / | i | / | ? | / | /
O=C(Cc1ccccc1)Nc1ccc(NC(=O)C2CC2)nc1 | 0.9% | i | i | i | -7.1% | -2.1% | i | -0.1% | i | -1.5% | -1.5%
O=C1c2ccccc2S(=O)(=O)N1CC(O)COc1ccc(Cl)cc1 (stereo unspecified) | / | 4.89e-06M* | i | i | / | / | i | / | 5.33e-06M* | / | /
O=C1CCCC2=C1C(c1ccc3c(c1)OCO3)c1c([nH]n(-c3ccccc3)c1=O)N2 (stereo unspecified) | -3.8% | i | i | i | 11.6% | -5.3% | i | -0.9% | i | -0.8% | 2.5%
COc1ccc(-n2c(Cc3cccn3C)nnc2SCC(=O)Nc2nc(C)cs2)cc1 | 0.1% | / | / | / | / | -4.7%[11.4 µM] | / | 1.8% | / | -0.4% | -2.8%
COc1ccc(-c2ccc(SCC(=O)N3CCOCC3)nn2)cc1OC | -1.8% | i | i | i | -6.8% | -1.4% | i | -0.8% | i | -1.1% | 1.5%
CC(C)(C)OC(=O)N1Cc2ccccc2C[C@H]1C(=O)O | -0.7% | i | i | ? | -0.8% | 7.1% | i | -2.1% | i | -0.8% | 1.5%
COc1ccc(-c2coc3cc(OC(C)=O)cc(OC(C)=O)c3c2=O)cc1 | 1.0% | / | / | / | -17.6% | / | / | 0.5% | / | 2.7% | 0.2%
CCc1cccc(NS(=O)(=O)c2c(C)n[nH]c2C)c1 | -2.1% | i | i | i | 6.2% | -2.1% | i | 0.9% | ? | 1.4% | -1.7%
CCOC(=O)N1CCN(Cc2cn3ccccc3n2)CC1 | -0.1% | i | i | i | -1.7% | -2.4% | i | -2.2% | i | -1.2% | -0.3%
COCCNc1nc(-c2ccccc2C(F)(F)F)nc2ccccc12 | -3.2% | i | i | i | 38.6%[activator] | -0.8% | i | 0.8% | i | -1.6% | 0.4%
Cc1ccccc1CN1C(=O)C(O)(CC(=O)c2ccncc2)c2ccccc21 (stereo unspecified) | -0.7% | / | / | / | 2.6% | 24.8% | / | -2.1% | / | 1.4% | -2.6%
Cc1cc2ncn(C(=O)c3c(-c4ccccc4)noc3C)c2cc1C | -3.8% | / | / | / | 8.1%[7.66 µM] | 23.6%[11.4 µM] | / | -0.2% | / | 0.0% | -2.8%
COc1ccc(OC)c(NC(=O)CCN2CCCCC2)c1 | -0.7% | i | i | i | -9.0% | 0.3% | i | 0.2% | i | 0.8% | -1.8%
CC(=Nc1ccccc1)Nc1ccccc1 | 0.1% | / | / | / | / | 6.9% | / | -2.1% | / | 1.1% | -0.1%
CCc1c(C)nc2ncnn2c1N1CCC(C(=O)NCc2ccc3c(c2)OCO3)CC1 | -0.7% | i | i | i | 9.0% | 10.4% | i | 0.5% | i | 1.9% | 0.1%
Cc1ccc2c(CN3C(=O)NC4(CCCCC4)C3=O)cc(=O)oc2c1C | 1.3% | i | i | ? | 30.1%[activator] | -4.7% | ? | 0.2% | i | -0.3% | -3.2%
CCCc1nnc(NC(=O)c2c(O)c3cccc4c3n(c2=O)CCC4)s1 | 0.0% | 1.05e-08M* | i | i | 17.2% | ? | i | -2.5% | ? | -0.3% | 0.3%
Cc1ccc(-c2nnc(N3CCN(C(=O)CN4C(=O)c5ccccc5C4=O)CC3)c3ccccc23)cc1 | ? | 7.55e-08M* | i | ? | -14.0% | 14.5% | i | 2.1% | 8e-08M* | -0.2% | -21.6%
O=C1[C@H]2[C@H]3[C@H](O)[C@H](O)C/C(=N/OC[C@@H](O)COCc4ccco4)[C@@H]3CC[C@@H]2C(=O)N1c1cccc(Oc2ccccc2)c1 | -0.4%[11.5 µM] | / | / | / | / | 7.0%[11.4 µM] | / | -0.1%[15.4 µM] | / | 1.5%[15.4 µM] | 0.1%[11.5 µM]
Cc1cc(C)nc(NC(=O)c2cccc(Cl)c2)n1 | 0.4% | / | / | / | 4.0%[7.66 µM] | -0.1%[11.4 µM] | / | -0.7% | / | -0.1% | 1.6%
COc1ccc(C(c2nnnn2CCc2ccccc2)N2CCN(C3CCCC3)CC2)cc1OC (stereo unspecified) | 1.5% | i | i | i | 62.4%[activator] | 18.8% | i | -0.2% | i | 1.3% | 0.1%
CC1(Cc2cn(CCC#N)c3ccccc23)OCCO1 | -1.5% | i | i | ? | 31.7%[activator] | 15.3% | i | 0.8% | i | -0.4% | -2.2%
CNC(=O)C1CC(=O)N(c2ccc(C)cc2)C1 (stereo unspecified) | -3.4% | / | / | / | -0.9% | ? | / | -2.2% | / | -1.8% | -0.5%
CCOc1cc(CNc2ccc3[nH]c(=O)[nH]c3c2)ccc1OCC(=O)NC(C)(C)C | ? | ? | i | i | 22.2% | -10.9% | i | -3.2% | ? | -1.4% | -15.7%
CCc1nc(SCC(=O)NCc2ccco2)c2c(=O)n(C)c(=O)n(C)c2n1 | 7.2% | / | / | / | / | -5.3% | / | -2.0% | / | -1.2% | 1.8%
COc1cc(NC(=O)CSc2nc3ccccc3c(=O)n2C)ccc1NC(=O)c1ccco1 | 1.0% | 7.96e-08M* | i | ? | 19.1% | 17.4% | i | 6.9% | 1.25e-07M* | 0.2% | -0.2%

Only part of the results is shown. The share of hits here may be higher or lower than overall.
